LYP inhibition: inhibitors of LYP phosphatase, biochemical, fluorescence intensity, uHTS (AID 1779) | Tyrosine-protein phosphatase non-receptor type 22 (Homo sapiens) | recombinant LYP phosphatase, fluorescence intensity; higher % means a stronger effect | one-dose inhibition, % at 11.5 µM; IC50 in µM for titrated hits | 290,000 tested, 0.054% active; in the data active = inhibition above about 50%;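 note: plate controls were vehicle with enzyme for no effect and no enzyme for full effect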
GPR35 antagonists: GPR35 antagonists blocking zaprinast-driven arrestin recruitment, primary screen, imaging, U2OS, beta-arrestin-GFP, zaprinast agonist (AID 2058); inhibition, % at 10 µM; hits with a dose series show IC50 in µM; 290,000 tested, 0.052% active; U2OS GPR35 beta-arrestin-GFP translocation imaging, zaprinast antagonism; higher % means a stronger effect; G-protein coupled receptor 35 (Homo sapiens);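 active = inhibition of at least 50% with at least 30 cells and total cytoplasm GFP at most 10,000,000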
SIAH1 antagonists: Siah-1 peptide-binding antagonists, primary screen, biochemical, fluorescence polarization, rhodamine-plectin, uHTS (AID 1817). Siah-1 / rhodamine-plectin peptide fluorescence polarization; higher % means a stronger effect. displacement, % at 20 µM, or IC50 in µM where a hit was titrated. 290,000 tested, 0.02% active. E3 ubiquitin-protein ligase SIAH1 (Homo sapiens);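 active = displacement of at least 50% at 20 µM, with a fluorescence ratio check between 0.3 and a set limit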;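 note: plate controls were Siah plus tracer with DMSO for no effect and tracer alone without Siah for full effect; strong numbers were not always called active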
HIV peptide binding: inhibitors of HIV fusion peptide binding, primary screen, biochemical, uHTS, fluorescence dequenching (AID 1986) | cell-free peptide binding, fluorescence dequenching, 30 min; higher % means a stronger effect | one-dose inhibition, % at 20 µM; IC50 in µM for titrated hits | 290,000 tested, 0.3% active; in the data active = inhibition mostly above about 52%, no sharp cut-off; inactive = mostly below about 76%; note: some results filed as inactive read as strong as hits
Rac1 GTP hydrolysis: MgcRacGAP GTPase-activating activity inhibitors, confirmation, biochemical, ADP Hunter fluorescence | inhibition, % at 30 µM; hits with a dose series show IC50 in µM | 340,000 tested, 0.6% active | MgcRacGAP-stimulated Rac1 GTP hydrolysis, ADP Hunter fluorescence; higher % means a stronger effect; GST-tagged Rac1 F28L mutant substrate;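 active = first-screen hits whose inhibition reached a set limit at any dose in the follow-up dose series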;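 note: fluorescence reports GDP produced by GAP-driven GTP hydrolysis; strong numbers were not always called active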
Salmonella PhoP GFP: inhibitors of PhoP regulon expression, primary screen, Salmonella Typhimurium, GFP reporter (AID 1863). S. Typhimurium PhoP-regulated promoter GFP reporter, 4 h; higher % means a stronger effect. one-dose inhibition, % at 50 µM; IC50 in µM for titrated hits. 300,000 tested, 0.16% active;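 active = inhibition over 29.93%, a cutoff 3 SD above the screen mean, later confirmed by dose response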;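 note: 0% = low Mg2+ inducing control and 100% = high Mg2+ repressing control; strong numbers were not always called active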
NTR1 agonist: agonists of NTR1, primary screen, imaging, U2OS cells, beta-arrestin-GFP, high content (AID 493036). 330,000 tested, 0.17% active. NTR1-U2OS beta-arrestin-GFP spot imaging, agonist mode. activation, % at 20 µM. Neurotensin receptor type 1 (Homo sapiens), P30989;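 active = activation at or above 40% of the spot to cytoplasm intensity ratio, with at least 20 cells analyzed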;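 note: 0% = DMSO without peptide and 100% = 100 nM NTR1 peptide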
Target sequence (P30989 whole entry, looked up): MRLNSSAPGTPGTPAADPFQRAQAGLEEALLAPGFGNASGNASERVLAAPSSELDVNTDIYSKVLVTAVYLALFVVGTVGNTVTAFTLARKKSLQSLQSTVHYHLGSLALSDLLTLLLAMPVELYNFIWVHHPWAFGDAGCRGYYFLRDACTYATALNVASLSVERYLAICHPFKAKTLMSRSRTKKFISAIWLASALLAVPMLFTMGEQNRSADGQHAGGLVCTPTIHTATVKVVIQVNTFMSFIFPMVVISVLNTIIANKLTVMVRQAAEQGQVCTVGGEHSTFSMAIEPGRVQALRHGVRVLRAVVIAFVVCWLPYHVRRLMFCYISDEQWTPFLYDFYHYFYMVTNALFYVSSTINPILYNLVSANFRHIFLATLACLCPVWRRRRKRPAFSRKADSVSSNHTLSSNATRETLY
Myeloid diff MLP: induction of myeloid progenitor differentiation, primary screen, cell-based, flow cytometry, MLPCN library; calls only at 10 µM; ER-HoxA9 myeloid progenitors, lysozyme-GFP differentiation; 360,000 tested, 1% active;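 active = normalized GFP-positive differentiation at or above the plate's own cutoff, the solvent-only control mean plus 3 SD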;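 note: cells exposed to compound for four days before flow analysis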
GPR55 LPI antagonism: GPR55 antagonists blocking LPI-driven arrestin recruitment, primary screen, imaging, U2OS, beta-arrestin-GFP, LPI agonist (AID 2013). 290,000 tested, 0.13% active. inhibition, % at 10 µM; hits with a dose series show IC50 in µM. G-protein coupled receptor 55 (Homo sapiens). U2OS GPR55 beta-arrestin-GFP translocation imaging, LPI antagonism; higher % means a stronger effect;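 active = spots per cell inhibited over 60%, with over 100 cells counted and total cytoplasm intensity under 500,000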;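 note: U2OS cells stably carrying GPR55 and arrestin-GFP stimulated by 5 µM LPI near EC80; imaged beta-arrestin-GFP aggregate spots per cell after agonist stimulation; plate controls were LPI-stimulated DMSO wells for no effect and DMSO wells without LPI for full effect; some results filed as inactive read as strong as hits; confirmed hits need IC50 under 10 µM and bright autofluorescent wells are also inconclusive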
NTR1 agonist cell count 20 µM: recorded beside NTR1 agonist, whose call it bears; cell count; measured here: cell count, cytotoxicity flag
Myeloid diff MLP GFP+ MAC1+ %: recorded beside Myeloid diff MLP, whose call it bears; GFP+ MAC1+ double positive, %; measured here: differentiation confirmed by MAC1 staining
* marks the source's active call; other numbers are inactive results; i = inactive; . = not tested or not shown; + = active, no number; & = joins results of further samples. No enrichment for hits (roughly 2.4% active in at least one column).

SMILES	LYP inhibition	GPR35 antagonists	SIAH1 antagonists	HIV peptide binding	Rac1 GTP hydrolysis	Salmonella PhoP GFP	NTR1 agonist	NTR1 agonist cell count 20 µM	Myeloid diff MLP	Myeloid diff MLP GFP+ MAC1+ %	GPR55 LPI antagonism
Cn1c(=O)oc2cc(S(=O)(=O)N3CCN(c4cccc(Cl)c4)CC3)ccc21	-8%	3%	8%	0.0%	-7%	0%	-1.1	83	i	1.8	6%
Cc1c(Cl)c([N+](=O)[O-])nn1CC(=O)NC12CC3CC(CC(C3)C1)C2	0%	-6%	0%	-1.4%	4%	11%	1.4	57	i	1.3	-10%
CN1CCN(c2ncnc3c2c(-c2ccccc2)cn3-c2ccc(F)cc2)CC1	4%	-6%	-3%	1.4%	10%	-5%	11	41	i	0.1	18%
CCOC(=O)/C(N=Nc1sc(C(=O)OCC)c(C)c1C(=O)OCC)=C(\C)O	-5%	-3%	9%	-0.5%	.	-12%	2.7	85	.	.	10%
COc1cc(OC)cc(-c2nc3nc(C)c(CCC(=O)O)c(C)n3n2)c1	-6%	-9%	2%	0.5%	6%	-9%	3.5	63	i	2.4	7%
CC(=O)Nc1ccc(S(=O)(=O)NCC(=O)OC(C)c2ccccc2Cl)cc1 (centres undefined)	-9%	15%	-3%	-0.7%	5%	4%	1.5	76	i	0.7	4%
COc1cc(OC)cc(C(=O)NNC(=O)c2cc3c(s2)CCCC3)c1	-3%	0%	1%	0.1%	-8%	-6%	0.4	47	i	0.5	8%
CCc1ccccc1NC(=O)Nc1ccc(F)cc1F	-7%	10%	3%	1.2%	5%	-7%	0.5	79	i	0.0	12%
COc1cc([N+](=O)[O-])ccc1NC(=O)NCc1cccnc1	-1%	-2%	2%	-0.9%	6%	-4%	-0.3	74	i	0.5	9%
O=C(N/N=C/c1cccc2ccccc12)c1cc(C2CC2)[nH]n1	2%	-12%	0%	3.9%	11%	-15%	0.8	81	i	3.2	2%
Cc1cc(C)n(CCN(C)C(=O)c2cc(COc3c(F)cccc3F)on2)n1	-4%	-6%	5%	0.5%	10%	-13%	0.3	70	i	0.3	-9%
O=C(Nc1ccc(S(=O)(=O)N2CCCC2)cc1)c1ccc(OCC2CCCO2)cc1 (centres undefined)	-3%	14%	2%	-2.1%	7%	-2%	3.6	62	i	0.3	-14%
CCN(CC)CCOC(=O)c1ccc(Cl)cc1	-13%	0%	4%	-1.3%	-4%	15%	0.7	76	i	4.5	-3%
COc1ccccc1CNS(=O)(=O)c1ccc2c(c1)CC(C)N2C(=O)C1CC1 (centres undefined)	-6%	-10%	4%	-0.7%	6%	-6%	0.3	41	i	0.0	4%
Cc1ccc(O)c(C=Nc2ccc3[nH]ncc3c2)c1	-7%	15%	15%	17%	28µM*	5%	-1.2	81	i	0.3	3%
Cc1ccc(C(=O)NNC(=O)c2ccc(S(=O)(=O)N3CCOCC3)cc2)cc1	-9%	12%	-5%	-1.2%	3%	2%	-1.0	48	i	0.6	-6%
O=C(CSc1nc2ccccc2nc1N1CCOCC1)N1CCN(c2ccccc2)CC1	-7%	9%	-1%	-1.3%	1%	.	16	67	i	1.9	8%
CCOc1ccc(N(C)c2ccc(/C=C3/SC(=S)NC3=O)cc2)cc1	-7%	0.7µM*	12%	73%	11%	5%	-2.0	55	i	0.8	29%
COc1ccc(/C=C2/Sc3ccc(C(=O)N4CCc5ccccc5C4)cc3NC2=O)cc1	11%	-7%	5%	5.4%	-1%	-44%	4.6	36	i	0.3	10%
O=C(N/N=C/c1cccc([N+](=O)[O-])c1)c1ccc(Br)cc1	-9%	13%	-3%	-7.2%	3%	-8%	0.1	32	i	0.2	-1%
C/C=C/c1ccc(OCCSc2nc(C)cc(=O)[nH]2)c(OC)c1	-3%	-10%	1%	1.4%	14%	-1%	3.9	42	i	0.8	0%
CC(C)CNC(=S)N(CCN(C)C)Cc1cc2cc3c(cc2[nH]c1=O)OCO3	-6%	4%	-2%	-2.4%	4%	8%	0.5	56	i	0.8	11%
CC(=O)c1cccc(NC(=O)c2cccc(N3C(=O)c4ccccc4C3=O)c2)c1	-8%	-4%	15%	0.3%	4%	-4%	0.4	69	i	0.5	11%
O=c1nc(N2CCCCC2)nc(Nc2ccccc2)[nH]1	2%	-7%	1%	2.4%	3%	13%	1.3	55	.	.	-5%
COc1ccc(N(C(=O)c2ccncc2)S(=O)(=O)c2cccc([N+](=O)[O-])c2)cc1	-6%	5%	2%	-0.9%	8%	5%	-0.7	43	i	9.7	23%
CCOC(=O)CC(=O)CSc1nc2c(sc(=S)n2-c2ccc(OCC)cc2)c(=O)[nH]1	10%	-16%	-2%	27%	6%	-12%	3.0	45	i	0.2	12%
O=C1CC(N2CCN(c3ccc(F)cc3)CC2)C(=O)N1c1ccc2c(c1)OCO2 (centres undefined)	-6%	30%	-3%	-1.9%	11%	-5%	-1.9	84	i	0.7	-4%
CCn1c(CSc2nc3ccccc3n2C)nc2ccccc21	-6%	8%	-4%	-2.2%	4%	-1%	-1.0	106	i	0.7	0%
CN(C(=O)c1ccc2c(c1)OCO2)C1(C(=O)NC2CCCCC2)CCCCC1	-5%	4%	0%	-0.8%	5%	29%	-2.2	93	i	0.3	10%
CCCc1c(C)nc(N2CCN(c3ccccc3OC)CC2)[nH]c1=O	-6%	11%	3%	0.0%	21%	7%	0.0	66	i	0.4	-4%
COc1ccccc1OCC(=O)O	-7%&-3%	17%&-13%	3%&0%	7.0%&-0.6%	0%&-8%	8%&1%	0.3&-1.6	44&93	i	0.7	0%&-6%
Cc1ccc2c(c1)[nH]c1c(=O)n(Cc3ccccn3)cnc12	-8%	-5%	-2%	0.0%	7%	-4%	0.1	43	i	0.8	-5%
COc1ccc(-c2ccc(N(C)C)cc2)cc1[C@H]1[C@H]2C=CC[C@@H](C)[C@@H]2C(=O)N1Cc1ccccc1	-1%	-4%	-2%	-0.1%	12%	2%	-2.3	55	i	0.3	6%
O=C(CSc1ccc2ccccc2n1)Nc1nsc(-c2ccc(Cl)cc2)n1	4%	5%	15%	-3.2%	1%	-6%	-0.2	58	i	0.5	-8%
O=C(CN1C(=O)NC2(CCCC2)C1=O)Nc1nc(-c2ccc(F)cc2)cs1	-2%	-2%	-2%	1.5%	6%	-6%	-1.1	81	i	0.5	-15%
COC(=O)c1ccc(NC(=O)CSc2nnc(CNc3ccc(F)cc3)n2C)cc1	-3%	7%	4%	-2.3%	4%	-1%	-0.1	59	i	1.3	-13%
COCCn1c(=S)[nH]c2cc(C(=O)NCCc3ccc(OC)c(OC)c3)ccc2c1=O	-3%	-7%	3%	2.7%	1%	6%	-0.5	72	i	2.7	12%
Cc1cc(O)ccc1NC1=CC(=O)CC(C)(C)C1	8%	4%	1%	2.8%	12%	24%	-1.0	83	i	0.6	3%
O=C1Nc2ccc(S(=O)(=O)N3CCCC3C(=O)O)c3cccc1c23 (centres undefined)	-6%	16%	3%	-1.7%	2%	-3%	3.4	63	i	0.8	11%
CC1CCCN(S(=O)(=O)c2ccc(S(=O)(=O)N3CCC4(CC3)OCCO4)cc2)C1 (centres undefined)	6%	19%	1%	0.4%	5%	9%	3.2	77	i	0.3	2%
COc1ccc(Cn2c(=S)[nH]c3cc(C(=O)N4CCCCC4)ccc3c2=O)cc1	-8%	-21%	-3%	0.6%	-2%	-4%	0.1	45	i	0.2	-5%
Cc1cccc(NC(=O)c2cccc(S(=O)(=O)N3CCCCC3)c2)c1	-7%	-15%	2%	-2.5%	7%	10%	1.7	50	i	1.3	4%
S=C(Nc1ccc(Nc2ccccc2)cc1)Nc1ccccn1	5%	12%	-1%	-2.6%	30%	-8%	9.9	42	i	0.4	-1%
COc1cc(S(=O)(=O)Nc2ccc(C)cc2)ccc1N=Cc1c(C)[nH]n(-c2ccccc2)c1=O	-4%	-18%	4%	-4.0%	5%	-9%	5.6	75	i	0.1	-4%
Cc1ccccc1CSCCC(=O)NCCC1=CCCCC1	-6%	-3%	0%	-1.3%	-6%	6%	5.2	59	i	2.4	11%
Oc1ccc(Br)cc1C=Nc1ccc2c3c(cccc13)CC2	2%	.	34%	60%	33µM*	18%	3.2	38	+	0.7*	9%
Oc1ccccc1-c1cc(-c2ccccc2)no1	-9%	10%	-2%	-3.2%	4%	3%	-1.7	54	i	0.6	0%
CC(Sc1nncn1C)C(=O)Nc1nnc(C(C)C)s1 (centres undefined)	3%	-3%	7%	-0.3%	0%	3%	-0.3	81	i	2.5	4%
COc1cccc(CN(C)CC2CCCN(CCc3ccc(Cl)cc3)C2)c1OC (centres undefined)	-6%	2%	-4%	-0.1%	6%	8%	0.3	55	i	0.4	0%
COC(=O)c1cc(NC(=O)c2cc(-c3ccccc3Cl)oc2C(F)(F)F)ccc1N1CCOCC1	2%	-12%	9%	-1.6%	3%	-3%	2.5	55	i	0.0	21%
COc1ccc2c(C)cc3nncn3c2c1	-3%	2%	-5%	0.0%	5%	5%	-0.3	37	i	0.2	-12%
COC(=O)Cc1ccc(NC(=S)N2CCN(c3ccccn3)CC2)cc1	-8%	11%	0%	0.8%	6%	5%	1.8	67	i	0.6	1%
CCSc1sccc1C1C(C#N)=C(N)N(c2cccnc2)C2=C1C(=O)CCC2 (centres undefined)	0%	7%	4%	0.2%	2%	-9%	2.4	107	i	2.3	2%
CC12CCC(c3c(C(=O)N4CCOCC4)nn(-c4ccccc4)c31)C2(C)C (centres undefined)	0%	12%	-2%	-1.4%	8%	9%	-0.6	26	i	1.4	-3%

Screening data: PubChem BioAssay, several laboratories
